# Compound activity deposited in PubChem by several laboratories.
# BaF3 parental: parental Ba/F3 cell viability inhibition, counter-screen for JAK2V617F inhibitor project, murine pro-B, CellTiter-Glo luminescence. CellTiter-Glo ATP luminescence. inhibition, % at 5.6 µM. 220,000 tested, 1.1% active. AID 1486, 2009;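 active = inhibition above a per-campaign cutoff, the mean inhibition of all tested compounds plus 3 SD, cut at about 27% in these data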;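 note: 0% = DMSO wells and 100% = JAK Inhibitor I control wells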
# PPC-1+TRAIL kill: compounds killing PPC-1 cancer cells with TRAIL present, primary screen, TRAIL potentiator project, ATPLite luminescence, uHTS; PPC-1 cells + TRAIL, ATPLite viability luminescence; cell killing (% activity), % at 4 µM; 220,000 tested, 0.41% active; AID 1443, 2008;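 active = cell killing above 50% in the first pass at 4 µM, then a duplicate retest at 5 µM averaging 50% or more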;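 note: plate controls were cells with TRAIL plus DMSO for no effect and medium-only wells lacking cells for full effect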
# Ba/F3 V617F tox: reduced viability of JAK2V617F-dependent Ba/F3 cells, primary screen, JAK2V617F inhibitor project, cell-based, Ba/F3 EpoR-JAK2V617F, luminescence | ATP luminescence | inhibition, % at 5.6 µM | 220,000 tested, 1.1% active | AID 1446, 2008;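 active = inhibition above the campaign mean plus 3 SD over all tested compounds, cut at about 24% in these data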;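 note: cytokine-independent growth of Ba/F3 cells driven by EpoR plus mutant JAK2; 0% = DMSO-treated cells and 100% = JAK inhibitor I control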
# TRPML3 agonist: human TRPML3 channel agonists, primary screen, cell-based, HEK293 TRPML3-YFP, Fluo-8 calcium fluorescence, 3 µM. AID 1448, 2008. Mucolipin-3 (Homo sapiens), Q8TDD5. 100% = the carbachol control signal. activation, % at 3 µM. 220,000 tested, 0.29% active;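 active = activation above its plate's cutoff, the mean activation of the plate's test wells plus 3 SD, cut at about 12% in these data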;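 note: 0% = DMSO only wells and 100% = carbachol wells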
#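 Test system: HEK293 cells stably carrying human TRPML3-YFP; Doses: single dose, 3 µM final nominal compound, 0.3% DMSO final; Schedule: dye loading 1 h 37 °C then 30 min ambient, 125 s read; Technique: Fluo-8 calcium fluorescence; Benchmarks: high control carbachol 87 µM, low control DMSO.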
# CHOP inh: inhibitors of CHOP promoter induction, primary screen, cell-based, unfolded protein response, luciferase reporter; CHO-K1 CHOP-promoter luciferase, tunicamycin-induced, 15-18 h; inhibition, % at 10 µM; 220,000 tested, 3.8% active; AID 2732, 2010;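 active = compounds that reduced the stress-induced luciferase reporter signal by more than about 70% of percent inhibition, limit read from the data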;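 note: 0% = tunicamycin plus vehicle and 100% = wells without tunicamycin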
# TNF necrop inh: inhibitors of TNF-alpha triggered necroptosis, primary screen, cell-based, Jurkat FADD-/-, single concentration. AID 463075, 2010. activation (protection from cell death), % at 10 µM. Jurkat FADD-/- TNF necroptosis rescue, ATP luminescence, 24 h; 0 = TNF only, 100 = no-TNF cells. 220,000 tested, 0.068% active;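 active = activation, meaning protection from cell death, of at least 50% relative to plate controls; inactive = activation below 50%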;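 note: necroptosis triggered by 40 ng/mL TNF-alpha added together with compound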
# Wee1 stabilizer: Wee1 degradation inhibitors, primary screen, cell-based, HeLa, Wee1K328M-luciferase, luminescence | Wee1-like protein kinase (Homo sapiens), P30291 | HeLa Luc-Wee1K328M stability; 100% = proteasome inhibitor MG132 effect | reporter increase, % at 5 µM | 220,000 tested, 1.2% active | AID 1321, 2008;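 active = activation above the mean of all tested compounds plus 3 SD, set per screening run, cut at about 8.8% in these data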;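 note: cells exposed to compound for 20 h before luminescence read; 0% = DMSO alone and 100% = MG132 at 30 µM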
# Target sequence (P30291 whole entry K328M): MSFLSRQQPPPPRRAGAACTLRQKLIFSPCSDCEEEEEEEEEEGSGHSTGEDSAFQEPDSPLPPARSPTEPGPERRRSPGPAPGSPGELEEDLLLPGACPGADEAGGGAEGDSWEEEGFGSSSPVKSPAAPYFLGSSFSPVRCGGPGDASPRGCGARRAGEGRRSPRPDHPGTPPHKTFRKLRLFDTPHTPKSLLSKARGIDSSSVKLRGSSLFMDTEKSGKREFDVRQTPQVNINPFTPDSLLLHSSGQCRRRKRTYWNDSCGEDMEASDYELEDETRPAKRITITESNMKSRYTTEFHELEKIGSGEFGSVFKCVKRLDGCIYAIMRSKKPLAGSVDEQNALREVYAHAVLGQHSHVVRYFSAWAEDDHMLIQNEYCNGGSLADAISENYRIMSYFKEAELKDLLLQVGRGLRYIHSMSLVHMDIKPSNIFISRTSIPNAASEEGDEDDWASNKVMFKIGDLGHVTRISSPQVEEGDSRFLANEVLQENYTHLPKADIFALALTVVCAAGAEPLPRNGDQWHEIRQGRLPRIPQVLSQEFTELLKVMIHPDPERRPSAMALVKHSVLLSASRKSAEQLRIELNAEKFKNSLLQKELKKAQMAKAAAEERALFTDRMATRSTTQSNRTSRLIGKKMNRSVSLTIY
# zfTRPN1 agonist: zebrafish TRPN1 channel agonists, primary screen, cell-based, HEK293, calcium fluorescence; transient receptor potential cation channel N1 (TRPN1/NompC), Danio rerio; HEK293 zebrafish TRPN1-YFP, Fluo-8 calcium fluorescence; 100% = response to 87 µM carbachol; activation, % at 3 µM; 220,000 tested, 0.18% active; AID 1424, 2008;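 active = activation above its plate's cutoff, the mean activation of test wells on that plate plus 3 SD, cut at about 19% in these data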;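 note: 0% = DMSO alone and 100% = 87 µM carbachol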
#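 Material: zebrafish TRPN1-YFP in HEK293 cells. Doses: one dose of 3 µM, 0.3% DMSO. Incubation: dye 1 h 37 °C plus 30 min RT. Measured by: intracellular calcium fluorescence with Fluo-8.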
# RBBP9 inh: human RBBP9 inhibitors, primary screen, biochemical, fluorescence polarization, FP-Rh probe, HTS; AID 1515, 2009; inhibition, % at 7.94 µM; Serine hydrolase RBBP9 (Homo sapiens), O75884; 220,000 tested, 0.2% active; recombinant RBBP9;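 active = inhibition above the campaign mean of all tested compounds plus 3 SD, cut at about 14% in these data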;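 note: plate controls were DMSO wells with RBBP9 for no effect and wells lacking RBBP9 protein for full effect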
# Target sequence (O75884 whole entry, looked up): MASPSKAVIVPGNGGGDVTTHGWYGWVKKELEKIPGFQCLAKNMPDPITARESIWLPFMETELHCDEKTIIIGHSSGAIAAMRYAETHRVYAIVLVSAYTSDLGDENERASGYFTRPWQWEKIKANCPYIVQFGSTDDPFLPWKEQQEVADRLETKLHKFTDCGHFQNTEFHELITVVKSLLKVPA
#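 System: RBBP9 protein / Quantity: 2.5 µM RBBP9 dispensing solution, before mixing / Also added: Serine-hydrolase probe FP-Rh, 375 nM pre-mixing / Dosing: 7.94 µM single dose, 0.794% DMSO / Timing: enzyme-compound preincubation 30 min, then probe labeling 45 min, 25 °C / Signal: FP readout at 525/598 nm / Controls: DMSO-treated enzyme wells and wells lacking RBBP9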
# * hit, by the source's call. Random draw from the library. About 6.8% of those tested had a hit in this group.
# Every second line gives: BaF3 parental	TRPML3 agonist	TNF necrop inh	Wee1 stabilizer	zfTRPN1 agonist	Ba/F3 V617F tox	PPC-1+TRAIL kill	RBBP9 inh	CHOP inh
(1) CCOC(=O)CNC(=O)c1cn(C)c(=O)c2cc(OC)c(OC)cc12
    4	0.2	-1.2	3	0.2	5	6	5	3
(2) COc1ccc(-c2nn(-c3ccccc3)cc2CNC(C)Cn2cncn2)c(F)c1 (stereo not given)
    8	4.1	-0.3	1	0.1	3	8	-6	0
(3) COC(=O)c1ccc(NC(=O)CSCc2ccc(C)cc2)cc1
    4	0.3	0.3	-2	-1.1	-1	12	-3	-4
(4) O=C(Nc1nc(-c2ccncc2)cs1)c1ccc(F)cc1
    1	0.6	1.3	-2	3.0	-3	23	-4	-1
(5) O=C(NCc1ccco1)c1ccc(Cl)s1
    0	0.9	6.5	-1	0.8	1	6	0	21
(6) COc1ccc(NC(=S)Nc2ccccn2)cc1
    2	0.5	1.1	4	1.6	4	10	-11	-19
(7) Nc1ccc(C(=O)OCC(=O)NC2CCCc3ccccc32)cc1[N+](=O)[O-] (stereo not given)
    10	-0.8	-1.0	-2	-1.4	5	-2	-7	29
(8) Cc1cc(NC(=O)Nc2ccc(F)c(Cl)c2)no1
    5	2.1	1.1	2	12	4	32	-10	58
(9) COc1ccc(/C=C/C(=O)Nc2ccccc2C(=O)N2CCCC2)cc1
    4	0.5	-3.5	1	1.5	-1	16	2	-8
(10) COc1ccc2nc(SC)cc(C)c2c1
    -4	0.7	2.3	-2	-1.2	-3	7	1	20
(11) CCCCN(CCCC)S(=O)(=O)c1ccc(NC(=O)Cc2cccs2)cc1
    3	0.0	1.8	1	-0.4	-4	21	-6	82*
(12) COc1ccc(NC(=O)N(Cc2ccc3c(c2)OCO3)C2CC(=O)N(c3ccc(OC)cc3)C2=O)cc1 (stereo not given)
    3	0.6	-1.4	-1	2.2	0	10	-4	-17
(13) Cc1nc(NC(=O)c2ccco2)sc1-c1csc(Nc2ccc(Cl)cc2)n1
    3	-0.4	-1.4	0	-0.9	-3	14	-10	16
(14) CCOc1ccc(C(=O)NC(C(=O)NCc2ccccn2)C(C)C)cc1 (stereo not given)
    1	-0.3	-2.1	-2	-1.0	-3	14	2	27
(15) Cc1ccc(NC(=O)c2ccco2)cc1C
    0	0.8	-3.1	3	0.0	-1	22	-6	-6
(16) Cc1c(CCO)c(=O)n(C)n1C(=O)c1ccc(Cl)cc1
    6	0.2	-3.8	2	1.1	-3	0	-4	8
(17) CCCCSc1nc(C)cc(C)c1S(=O)(=O)c1ccccc1C
    0	0.5	-3.8	1	-1.3	-1	-4	-7	44
(18) Cc1ccccc1NC(=O)CSc1nnc(-c2ccoc2C)n1CCc1ccccc1
    1	-1.5	1.6	-1	-2.8	-4	0	-4	0
(19) Cc1cccc(NCC(=O)N/N=C\c2cccn2C)c1
    2	-0.2	2.4	-3	1.4	-5	-10	4	5
(20) O=C(NNc1c2ccccc2nc2ccccc12)C(O)c1ccccc1 (stereo not given)
    -3	0.1	2.8	-3	0.0	3	18	-1	13
(21) COCCCNCCOc1ccc(C(C)(C)c2ccccc2)cc1
    10	0.9	1.6	9.7*	1.6	1	4	1	15
(22) COCCn1c(SCCOc2ccccc2)nc2ccccc2c1=O
    5	-0.3	0.7	-1	-0.6	-2	9	-6	16
(23) COc1ccc(-c2cc(=O)n(CCC#N)[nH]2)cc1
    3	0.7	-1.1	-2	1.1	-2	14	-7	17
(24) CCOc1ccc(N(CC(=O)Nc2ccccc2C(=O)NCc2ccco2)S(C)(=O)=O)cc1
    0	0.6	1.4	0	-0.6	-3	-5	-11	11
(25) CCOC(=O)c1c(NC(=O)CSc2nnc(-c3cccc(C)c3)n2CC)sc(C(C)=O)c1C
    2	-1.3	-6.8	1	0.5	2	-8	-4	28
(26) CN(CCOc1ccccc1)S(=O)(=O)c1ccc2oc3ccccc3c2c1
    4	0.3	-1.5	-3	2.7	-1	-14	-3	35
(27) COc1ccccc1-c1csc(NC(=O)c2cc(-c3cccs3)nc3ccccc23)n1
    6	0.5	0.7	0	2.1	2	9	-9	3
(28) CC(C)Nc1nc(NC(C)C)nc(N(C#N)CCOc2ccc(Cl)cc2Cl)n1
    6	-0.2	-2.6	0	-0.1	0	5	-6	25
(29) CCc1ccccc1N(C(=O)c1cccs1)C1C=CS(=O)(=O)C1 (stereo not given)
    5	-0.1	0.1	-2	0.3	0	23	-11	-7
(30) CC(=NCCCNC1CCCCC1)C1=C(O)CC(C)(C)CC1=O
    -2	0.2	-0.1	-2	2.7	-1	9	-5	-4
(31) Cc1noc(C)c1COc1cccc(C(=O)NCc2cccc(Cl)c2)c1
    6	-0.7	-1.0	-1	-0.1	2	-15	-3	19
(32) N#C/C(=C/c1ccccc1)C(=O)NCc1ccccc1
    6	0.6	0.9	3	0.3	1	7	-9	-19
(33) O=C(O)CSc1ncn[nH]1
    6	0.3	-1.1	-1	-0.2	5	7	-4	69
(34) CCOc1ccc(/C(CCC(=O)O)=N/NC(=S)NC(C)C)cc1
    6	0.7	0.7	1	-0.9	2	-17	-6	12
(35) Cc1cccc(C(=O)OCC(=O)Nc2sc3c(c2C#N)CCC3)c1
    6	0.7	2.0	-3	1.0	0	10	0	50
(36) O=c1c2ccccc2nc2ccccn12
    9	0.7	-0.4	1	0.3	1	-5	-6	7
(37) CCN(CC)S(=O)(=O)c1cccc(NC(=O)COC(=O)c2n[nH]c(=O)c3ccccc23)c1
    1	1.2	-1.2	2	8.1	4	-11	-5	4
(38) CCOC(=O)c1c(NC(=O)CSc2nnc(C)s2)sc2c1CCCCC2
    -4	-0.3	0.6	-1	0.3	-4	21	1	37
(39) O=[N+]([O-])c1ccc(C2CCCC/C2=N/OCc2ccc(F)cc2)c([N+](=O)[O-])c1 (stereo not given)
    1	-0.4	0.5	0	0.7	1	23	4	19
(40) CNC(=O)c1c(Br)cnn1-c1ccc(C)cc1
    -2	0.8	-0.1	9.2*	0.3	-2	7	-10	-23
(41) CCOC(=O)C1CCN(C(=O)N2CCOCC2)CC1
    2	0.2	-1.7	-2	0.0	-1	-3	-3	38
(42) CC(=O)N1CCC(N2CCN(Cc3ccc(C)cc3)C(CCO)C2)CC1 (stereo not given)
    5	2.0	-0.1	-3	1.5	0	25	-7	-14
(43) Cc1ccc2c(ccc(=S)n2C)c1
    1	-0.2	-1.3	-4	-0.7	-1	20	-1	0
(44) COCCN(C(=S)Nc1ccc(C)cc1C)C(C)c1cccs1 (stereo not given)
    -1	0.6	0.4	-1	0.0	-4	15	-1	6
(45) Cc1ccc(C(=O)NCc2ccco2)cc1[N+](=O)[O-]
    -4	-0.1	-2.7	-3	-0.1	-2	-16	-4	9
(46) CSCCC(NS(=O)(=O)c1ccc(Cl)cc1)C(=O)OCC(=O)N(C(C)C)C(C)C (stereo not given)
    5	-0.2	1.6	0	-1.1	0	18	1	52
(47) Clc1ccc(OCc2nn3c(-c4ccccc4)nnc3s2)c(Cl)c1
    1	-0.1	-0.8	6	-0.2	0	23	-5	37
(48) CCN(CC)c1ccc(C=Nc2ccccc2)c(O)c1
    0	0.1	-1.5	-3	-0.4	-7	-2	7	10
(49) O=c1oc2ccccc2c(O)c1CN1CCCCC1
    2	0.9	1.3	1	-0.6	-1	4	0	9
(50) Cc1ccc(-c2nnnn2CS(=O)(=O)c2ccccc2)cc1
    4	-0.4	-1.8	-2	-0.9	0	8	-7	-9
(51) O=C(CC12CC3CC(CC(C3)C1)C2)Nc1ccc2c(c1)COC2=O
    5	1.0	-2.7	-2	3.5	-1	2	-3	70
(52) COC(=O)c1c(C)oc2ccc(NS(=O)(=O)c3cccs3)cc12
    2	-0.4	-0.3	0	-0.8	-4	22	-1	32
(53) COc1ccc(-c2nn(-c3ccccc3)cc2CO)cc1OC
    3	1.2	-1.0	7	3.3	-1	19	-10	-7
(54) COc1ccc(C(Cl)=C(c2ccc(OC)cc2)c2ccc(OC)cc2)cc1
    6	-1.1	-0.3	0	-0.3	7	31	-5	5
(55) Cc1cc(NS(=O)(=O)c2ccc(NC(=O)c3ccco3)cc2)nc(C)n1
    0	0.1	-0.1	2	-0.3	-6	-7	-6	17
(56) Cc1cc(S(=O)(=O)N(Cc2ccc3c(c2)OCO3)CC2CCCO2)ccc1-n1cnnn1 (stereo not given)
    2	0.8	1.1	-3	0.3	-4	14	1	38
(57) COC(=O)COc1ccc(S(=O)(=O)Nc2ccc(NC(C)=O)cc2)cc1
    4	0.2	-1.5	-1	1.1	2	7	-5	4
(58) CCOc1ccccc1NC(=O)C1=C(C)NC(=O)NC1c1cccc(OC)c1OC (stereo not given)
    5	-1.1	0.4	-1	-0.6	-3	-15	-3	-5
(59) Cc1cc(C)nc(SCc2cn3cc(Cl)ccc3n2)n1
    3	0.8	2.1	0	-0.5	-2	20	-10	17
(60) Cc1c(-n2c(SCC(=O)C(C)(C)C)nc3ccccc3c2=O)c(=O)n(-c2ccccc2)n1C
    6	0.1	-1.1	-1	0.5	0	6	1	8

# The listing continues.
# Every second line gives: BaF3 parental	TRPML3 agonist	TNF necrop inh	Wee1 stabilizer	zfTRPN1 agonist	Ba/F3 V617F tox	PPC-1+TRAIL kill	RBBP9 inh	CHOP inh
(61) CC(NC(=O)CCc1nnc(C2CCCCC2)o1)c1ccc(F)cc1 (stereo not given)
    1	0.3	-0.4	4	1.7	-1	3	-13	24
(62) CCC(CC)NC(=O)COC(=O)c1cccc(C)c1O
    1	-0.3	1.2	3	-1.2	-5	0	-5	12
(63) CC(=O)Nc1ccc(CN2CCN(CCC(C)C)C(CCO)C2)cc1 (stereo not given)
    3	0.4	-0.3	3	1.2	4	3	-13	1
(64) COc1ccc(CN2C(=O)c3ccccc3C2=O)cc1C(=O)OC(C)C(=O)NC(N)=O (stereo not given)
    -1	1.2	1.3	-3	-0.5	-2	-4	-6	19
(65) CN(C)CCCC(C)(O)C(Cc1ccccc1)c1ccccc1 (stereo not given)
    9	0.3	3.2	-1	3.1	1	-12	1	25
